procasp7 counter – procaspase-7 activators, primary screen, counter-screen for procaspase-3 activator project, biochemical, absorbance, HTS, human; recombinant procaspase-7, Ac-DEVD-pNA absorbance 405 nm; D23A/D198A/D206A triple mutant, cannot self-cleave; scale: DMSO 0, 5 µM enzyme 100; activation, % at 8.5 µM; hit rate 0.093% among 330,000;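 active = percent activation above the screen-wide mean plus 3 SD, cut at about 25% in these data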
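Replicates: singlicate. Assay system: Procaspase-7 triple mutant (PC-7 D3A). Signal: 405 nm absorbance of p-nitroaniline. Times: 1 h preincubation, 2 h reaction. Buffer or medium: Zinc-free HEPES pH 7.4 with 300 mM NaCl, 0.01% Triton X-100. Also added: DEVD-pNA substrate. Benchmarks: DMSO wells as 0%, DMSO with 5 µM added PC-7 as 100%.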
PP1 counter – PP1-alpha phosphatase inhibitors, primary screen, counter-screen for PP5 inhibitor project, biochemical, fluorescence, OMFP substrate, single point. hit rate 0.9% among 320,000. inhibition, % at 6.7 µM. Serine/threonine-protein phosphatase PP1-alpha catalytic subunit (Homo sapiens), P62136. purified PP1alpha. AID 2235, 2010;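 active = inhibition above the mean inhibition of all tested compounds plus 3 SD, computed separately for each screening campaign, cut at about 15% in these data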
Target sequence (P62136 whole entry, looked up): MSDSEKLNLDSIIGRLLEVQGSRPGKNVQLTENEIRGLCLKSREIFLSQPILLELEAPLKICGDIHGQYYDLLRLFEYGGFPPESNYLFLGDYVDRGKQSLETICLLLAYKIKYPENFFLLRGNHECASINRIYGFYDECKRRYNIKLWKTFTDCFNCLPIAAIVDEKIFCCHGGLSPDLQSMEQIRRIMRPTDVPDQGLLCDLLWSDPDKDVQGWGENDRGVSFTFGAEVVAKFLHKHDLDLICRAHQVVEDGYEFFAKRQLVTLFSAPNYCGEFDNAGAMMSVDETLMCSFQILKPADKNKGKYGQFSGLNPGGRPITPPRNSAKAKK
TPT1 inhibitor – Candida albicans TPT1 enzyme inhibitors, primary screen, biochemical, fluorescence polarization. tRNA 2'-phosphotransferase TPT1 (Candida albicans SC5314). hit rate 0.81% among 300,000. recombinant caTPT1, FP RNA substrate dephosphorylation. inhibition, % at 5 µM;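 active = inhibition above the mean of all tested compounds plus 3 SD, set per screening campaign, cut at about 24% in these data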;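 also: plate controls were DMSO alone for no effect and ferristatin control at 100 nM for full effect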
PP5 primary – PP5 phosphatase inhibitors, primary screen, biochemical, fluorescence; inhibition, % at 6.7 µM; Serine/threonine-protein phosphatase 5 (Homo sapiens), P53041; purified PP5c, OMFP substrate fluorescence; hit rate 0.18% among 320,000;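 active = inhibition above the campaign's mean inhibition across all tested compounds plus 3 SD, cut at about 9.5% in these data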;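 also: 0% = DMSO only and 100% = 100 µM cantharidin control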
Target sequence (P53041 whole entry, looked up): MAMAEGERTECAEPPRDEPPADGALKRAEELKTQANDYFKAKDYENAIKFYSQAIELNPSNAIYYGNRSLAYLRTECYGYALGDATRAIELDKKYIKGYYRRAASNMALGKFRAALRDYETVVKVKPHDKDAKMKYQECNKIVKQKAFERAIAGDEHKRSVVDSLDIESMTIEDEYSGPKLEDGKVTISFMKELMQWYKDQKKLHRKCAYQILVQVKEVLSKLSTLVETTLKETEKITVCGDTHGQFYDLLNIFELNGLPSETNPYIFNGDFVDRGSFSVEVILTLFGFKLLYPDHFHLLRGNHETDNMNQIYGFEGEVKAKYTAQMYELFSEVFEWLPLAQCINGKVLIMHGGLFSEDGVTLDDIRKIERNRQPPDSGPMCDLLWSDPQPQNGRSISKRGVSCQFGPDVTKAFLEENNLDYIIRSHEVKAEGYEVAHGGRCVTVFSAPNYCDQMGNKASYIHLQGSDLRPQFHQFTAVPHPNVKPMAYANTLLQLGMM
Efflux pump mplx – inhibitors of Candida efflux pumps in yeast, primary screen, S. cerevisiae, Nile Red, multiplex; S. cerevisiae Candida pump triplex; inhibition, % at 10 µM; hit rate 0.44% among 330,000; AID 485275, 2010;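 active = plate passing quality check with inhibition over a set limit, or well fluorescence over plate mean plus 4 SD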;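 also: Nile Red retained in pooled yeast measured as flow cytometry median fluorescence; 0% = buffer negative control and 100% = Enniatin B positive control; higher means more Nile Red kept so more efflux inhibition; some compounds called inactive have numbers as strong as hits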
proCasp3 act – activators of human procaspase-3 D3A mutant, primary screen, biochemical, absorbance, PC-3 D3A mutant, single concentration. Caspase-3 (Homo sapiens), P42574. recombinant procaspase-3 D3A, Ac-DEVD-pNA absorbance 405 nm. activation, % at 8.5 µM. hit rate 0.11% among 330,000. AID 463141, 2010;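 active = activation above the mean of all tested compounds plus 3 SD, cut at about 21% in these data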;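 also: 0% = DMSO alone and 100% = DMSO wells spiked with extra 5 µM PC-3 D3A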
Target sequence (P42574 whole entry D9A/D28A/D175A): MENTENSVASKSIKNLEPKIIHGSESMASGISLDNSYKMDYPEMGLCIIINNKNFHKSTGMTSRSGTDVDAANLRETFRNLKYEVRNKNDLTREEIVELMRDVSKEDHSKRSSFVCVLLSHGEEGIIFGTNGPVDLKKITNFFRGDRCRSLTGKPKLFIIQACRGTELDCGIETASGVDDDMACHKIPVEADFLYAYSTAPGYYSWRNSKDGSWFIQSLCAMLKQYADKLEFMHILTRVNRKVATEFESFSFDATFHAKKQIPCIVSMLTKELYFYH
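material = Procaspase-3 D3A mutant | probe or stimulus = Ac-DEVD-pNA | compound = single dose, 8.5 µM nominal compound, 0.8% DMSO | timing = 1 h preincubation, 2 h reaction | measured by = 405 nm absorbance of p-nitroaniline, reads at 0 and 120 min | benchmarks = DMSO-only low control, 5 µM PC-3 D3A high control | repeats = singlicate, each compound tested once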
JMJD2C inh – inhibitors of GASC-1 histone demethylase, primary screen, biochemical, fluorescence, DELFIA europium | GST-JMJD2C(1-420) H3K9me3 demethylation | inhibition, % at 2.35 µM | hit rate 0.069% among 330,000 | Lysine-specific demethylase 4C (Homo sapiens), Q9H3R0;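 active = more than half of a compound's replicate wells show inhibition beyond 50%, single wells judged on their own value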;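 also: signal counts dimethyl H3K9 product captured on neutravidin plate; 0% = median of DMSO wells and 100% = 0.3 times that DMSO median; strong numbers were not always called active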
core dimer inh – inhibitors of HCV core protein dimerization, primary screen, biochemical, TR-FRET, high-throughput; inhibition, % at 5 µM; TR-FRET GST/Flag-core106 dimerization, 1536-well; hit rate 0.33% among 300,000; AID 1899, 2009;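 active = inhibition above the mean of all tested compounds plus 3 SD, set per screening campaign, cut at about 45% in these data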
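Assay system: Tagged HCV core106 pair (GST and Flag) | Buffer or medium: KF-containing HEPES buffer, pH 7.45, DTT, CHAPS, BSA | Also added: Eu donor and XL665 acceptor anti-tag antibodies | Dosing: One concentration, 5 µM, in 0.5% DMSO | Timing: 4 h at 22.5 °C | Technique: TR-FRET 671 and 617 nm emission | Repeats: Singlicate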
CTSL1 counter – Fasciola hepatica cathepsin L1 inhibitors, primary screen, counter-screen for PFM18AAP inhibitor project, biochemical, QFRET, fluorogenic peptide substrate; recombinant F. hepatica cathepsin L1, Z-Leu-Arg-MCA fluorescence; inhibition, % at 5.96 µM; hit rate 0.49% among 300,000; AID 1906, 2009;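 active = inhibition above the mean of all tested compounds plus 3 SD, set per screening campaign, cut at about 17% in these data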;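 also: 0% = plate median of test compound wells and 100% = 1 µM Z-Phe-Ala-diazomethylketone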
* marks the source's active call; other numbers are inactive results; nt = not tested or not shown; & = joins results of further samples. The order is random (roughly 2.9% active in at least one column).

SMILES | procasp7 counter | PP1 counter | TPT1 inhibitor | PP5 primary | Efflux pump mplx | proCasp3 act | JMJD2C inh | core dimer inh | CTSL1 counter
CCc1cccc(CC)c1NC(=O)COC(=O)c1ccc2c(c1)S(=O)(=O)c1ccccc1C2=O | 3.4 | -4.5 | 0.7 | 1.8 | 0.2 | -5.0 | -2.8 | 11.2 | -5.4
O=C(Nc1cc(C(F)(F)F)ccc1-n1cncn1)c1ccc(Cl)cc1 | 2.9 | 2.7 | -4.1 | 4.1 | 0.0 | 9.7 | 11.1 | -2.7 | 1.4
O=C(c1ccc(-c2ccccc2Cl)o1)N1CCN(c2ccccc2O)CC1 | -3.6 | 2.8 | -5.4 | 3.0 | 0.1 | -3.8 | 10.7 | 8.3 | 4.3
Cc1onc(-c2c(F)cccc2Cl)c1C(=O)Nc1cccc(S(=O)(=O)NCc2ccco2)c1 | 4.1 | -4.7 | 1.8 | 1.0 | -0.1 | 4.4 | 1.3 | 1.1 | 2.0
O=C1CCc2ccc(OCCCCN3CCN(c4cccc(Cl)c4Cl)CC3)cc2N1 | 2.2 | 13.8 | -0.6 | 7.8 | 0.2 | -1.5 | -15.8 | 0.5 | -4.1
COc1ccccc1CN1CC(C(=O)NCc2nccn2C)CCC1=O (stereo unspecified) | 8.6 | -0.5 | -0.1 | -1.1 | -0.1 | -5.0 | 7.7 | 1.6 | -3.5
NC(=O)N1CCC2(CC1)NC(=O)N(c1ccccc1)N2 | -9.7 | -3.1 | -1.2 | 0.0 | 0.0 | -5.6 | 13.4 | -5.4 | -3.5
COC(=O)c1c(C)[nH]c(C(=O)COC(=O)CCNS(=O)(=O)c2cccc(C(F)(F)F)c2)c1C | -1.4 | 6.8 | nt | 7.0 | -0.2 | 5.0 | 0.2 | nt | nt
COC(=O)C1CC(Cl)CN1c1ncc(C(F)(F)F)cc1Cl (stereo unspecified) | 14.7 | -0.2 | -7.6 | 2.6 | 0.0 | 2.9 | 0.3 | -2.8 | 3.4
Cc1cc(Cl)ccc1OCC(=O)Nc1cccc(S(=O)(=O)N2CCCC2)c1 | -2.3 | 6.7 | nt | 3.4 | 0.1 | 17.0 | -1.2 | nt | nt
CCOc1ccccc1N1CCN(C(=O)c2cc3c(C)cc(C)cc3[nH]2)CC1 | -3.2 | 0.1 | -0.9 | 3.5 | 0.1 | 2.0 | -3.6 | 13.8 | -1.1
COc1ccc(/C=C/C(=O)N(C(C)C)C(C)C)cc1Br | -15.8 | -14.5 | 1.5 | 2.2 | 0.3 | 0.1 | 0.2 | 2.5 | -2.6
CC1(C)CC(=O)C(N=Nc2ccc(F)cc2)=C(O)C1 | 3.7 | -4.6 | -1.5 | 1.2 | 0.0 | -1.6 | -26.2 | -1.7 | -1.0
CCN(CC)c1ccc(/C=N/N2CCN(Cc3ccc(C)cc3C)CC2)c(O)c1 | -6.3 | 0.0 | -1.1 | 1.8 | 0.5 | -7.4 | 1.7 | -4.5 | -0.2
COc1ccccc1-n1c(-c2ccc(Cl)cc2)c[nH]c1=S | -26.5 | -6.2 | 0.7 | -0.4 | 0.1 | -9.3 | 2.8 | 4.9 | -2.7
CN1/C(=C/C2CC(=O)NC2=O)C(C)(C)c2ccccc21 (stereo unspecified) | -18.2 | -2.2 | -6.0 | 0.3 | 0.0 | -0.2 | -1.3 | -0.7 | 6.0
CN(C(=O)n1cnc2ccccc21)c1ccccc1 | 0.6 | -0.5 | -0.1 | 1.7 | 0.3 | 9.8 | -2.1 | 3.1 | -1.9
Cc1ccc(C)c(N(CC(=O)Nc2cc(Cl)ccc2Oc2ccccc2)S(C)(=O)=O)c1 | 7.7 | -2.7 | -2.7 | 3.7 | -0.3 | -3.2 | -11.0 | 14.7 | -1.4
CN(C)CCCN1C(=O)CSC1c1ccc([N+](=O)[O-])cc1 (stereo unspecified) | 6.0 | -4.5 | -1.8 | -0.4 | -0.1 | -1.4 | -2.6 | -2.0 | -0.3
CC1(C)CC(=O)C(N=Nc2ccc3ncsc3c2)=C(O)C1 | -8.3 | -0.5 | 2.7 | -0.3 | 0.0 | -38.6 | 9.3 | -11.5 | 13.1
CC(=O)n1cc(N(C(=O)CCl)c2ccc(Cl)cc2)c2ccccc21 | 7.2 | 4.1 | 0.6 | 0.2 | 0.0 | 4.0 | 9.4 | 8.8 | 5.8
CC(=O)Nc1ccc(NC(=O)C(OC(=O)c2ccccc2)C(OC(=O)c2ccccc2)C(=O)O)cc1 (stereo unspecified) | 6.2 | -2.5 | -2.1 | 0.5 | -0.1 | -5.8 | -6.6 | 3.5 | 2.8
COc1cc(NC(=O)C2CCCN(S(=O)(=O)c3ccc4[nH]c(=O)ccc4c3)C2)cc(OC)c1 (stereo unspecified) | -8.2 | -3.4 | -1.0 | 2.1 | 0.0 | 4.0 | 10.1 | 8.2 | -1.4
COC(=O)C1CCN(C(=O)Cc2ccc(Br)cc2)CC1 | 18.0 | -2.1 | -0.1 | 3.1 | 0.1 | 0.8 | -6.9 | 1.4 | -4.4
Cc1ccc(C)c(SCC(=O)OCC(=O)Nc2ncc(C(F)(F)F)cc2Cl)c1 | -7.0 | 1.2 | 7.5 | 2.1 | -0.1 | 12.1 | -5.7 | 6.2 | -4.0
Cc1ccc(S(=O)(=O)Cc2sc3ccccc3[n+]2C)cc1 | 1.8 | 3.0 | -1.7 | 4.3 | -0.3 | 6.4 | 1.5 | 3.3 | 1.7
O=C(c1c(O)cc(O)cc1O)C1c2c(cc(O)c3c2O[C@H](c2ccc(O)cc2)[C@@H](O)C3)OC1c1ccc(O)cc1 (stereo partly specified) | 12.0 | 3.0 | nt | 2.2 | -0.2 | -3.0 | -4.9 | nt | nt
O=C1CN(C(=O)c2cc3ccccc3oc2=O)C(c2ccc(F)cc2)c2cc(Br)ccc2N1 (stereo unspecified) | 11.7 | 1.5 | 1.6 | 3.0 | -0.2 | 16.4 | 2.5 | 22.7 | 0.8
CC(C)c1ccc(N2C(=O)CC(Sc3nc4ccccc4o3)C2=O)cc1 (stereo unspecified) | -7.0 | 7.6 | -1.4 | 3.5 | -0.1 | -28.2 | -3.5 | 14.4 | 0.5
Cc1ccc(C(=O)Nn2cnc3scc(-c4cccs4)c3c2=O)c(O)c1 | 5.9 | 11.7 | -1.5 | 4.3 | 0.0 | 6.1 | -4.3 | 1.1 | 4.5

Structural class, those above with two or more sulfur atoms
SMILES | procasp7 counter | PP1 counter | TPT1 inhibitor | PP5 primary | Efflux pump mplx | proCasp3 act | JMJD2C inh | core dimer inh | CTSL1 counter
Cc1ccc(S(=O)(=O)Cc2sc3ccccc3[n+]2C)cc1 | 1.8 | 3.0 | -1.7 | 4.3 | -0.3 | 6.4 | 1.5 | 3.3 | 1.7
Cc1ccc(C(=O)Nn2cnc3scc(-c4cccs4)c3c2=O)c(O)c1 | 5.9 | 11.7 | -1.5 | 4.3 | 0.0 | 6.1 | -4.3 | 1.1 | 4.5

(listing goes on)
SMILES | procasp7 counter | PP1 counter | TPT1 inhibitor | PP5 primary | Efflux pump mplx | proCasp3 act | JMJD2C inh | core dimer inh | CTSL1 counter
O=C(NCc1cccc(Br)c1)C1CC(c2ccccc2C(F)(F)F)=NO1 (stereo unspecified) | -2.9 | 2.7 | 1.1 | 1.3 | -0.1 | 10.6 | 3.0&-11.1 | -11.8 | -1.8
Cc1cccc(N(Cc2cc3ccccc3[nH]c2=O)S(=O)(=O)c2ccccc2)c1 | 5.8 | 1.4 | 1.5 | 2.7 | 0.3 | -2.1 | -21.3 | 11.7 | -0.3
COc1ccc(N2CCN(c3ccc(C(N)=O)cc3[N+](=O)[O-])CC2)cc1 | 0.3 | 3.9 | -1.5 | 3.6 | -0.1 | 1.6 | 5.9 | -7.1 | -2.3
CCOc1ccc(S(=O)(=O)Nc2ccccc2C(=O)N(C)C2CCN(C)CC2)cc1 | 5.6 | -4.2 | nt | -2.2 | -0.1 | -2.3 | 5.8 | nt | nt
Cc1ccc2cc(COC(=O)C3CCCO3)c(=O)[nH]c2c1 (stereo unspecified) | 12.4 | -1.5 | -4.5 | 1.5 | -0.1 | 3.5 | -9.6 | -1.7 | -0.5
O=C(CS(=O)(=O)c1ccccc1)Nc1nc(-c2ccc(F)cc2)cs1 | 10.6 | 2.1 | 0.7 | 3.7 | -0.2 | 6.2 | 5.3 | 0.6 | 5.4
COc1ccc(N2CCN(Cc3ccc(Br)s3)CC2)cc1 | -2.5 | 1.9 | 0.3 | 3.5 | 0.1 | -5.2 | -7.5 | -3.8 | 4.9
COc1cc(OC)cc(C(=O)N=c2sc3ccccc3n2C)c1 | 4.0 | 2.1 | -4.5 | 1.8 | 0.0 | 7.3 | -29.8 | -39.2 | -0.2
Oc1[nH]c2ccccc2c1N=Nc1ncnc2c1oc1ccccc12 | 1.1 | -4.8 | -1.2 | -3.2 | 0.1 | -0.2 | 1.3 | 3.7 | -7.7
COc1ccc2c(c1OC)C(=O)N(c1ccc(C)c(C)c1)C2=O | 4.6 | 0.4 | -1.0 | 0.3 | 0.0 | 4.2 | 4.3 | 0.5 | -2.5
COc1ccc(/C=N/NC(=O)c2cccc([N+](=O)[O-])c2)cc1OS(=O)(=O)c1ccc(C)cc1 | -4.1 | 1.8 | -3.2 | 3.9 | -0.1 | 0.3 | 16.8 | 3.1 | 0.1
NS(=O)(=O)c1cc(Cl)c(Cl)c(S(N)(=O)=O)c1 | -1.5 | -0.8 | -1.7 | -1.9 | 0.0 | 5.9 | nt | -0.5 | 2.9
CCOC(=O)C(C)CC(C)C(=O)N1CCOCCN(C(=O)C(C)CC(C)C(=O)OCC)CCOCC1 (stereo unspecified) | 10.9 | 0.4 | -6.5 | 1.7 | 0.0 | 1.8 | -8.6 | -1.9 | -3.5
CCOc1ccc(CCNC(=O)CSC(=S)N2CCCC2)cc1OCC | -2.1 | -4.7 | 0.7 | -0.2 | 0.0 | -3.9 | -14.8 | 1.2 | 11.3
CCC(Oc1ccccc1)C(=O)NCc1cccnc1 (stereo unspecified) | 3.1 | 3.5 | 1.2 | 2.8 | 0.3 | 3.7 | -8.9 | -5.4 | 0.1

Screens: PubChem, several laboratories
